Screening data deposited in PubChem BioAssay by several laboratories.
RBBP9 inh: blocks human serine hydrolase RBBP9 | O75884 | recombinant RBBP9, FP-Rh probe fluorescence polarization | inhibition, % at 7.94 µM | actives 0.2% (n = 220,000) | AID 1515;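 active = inhibition above the campaign mean of all tested compounds plus 3 SD, cut at about 14% in these data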;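 note: plate controls were DMSO wells with RBBP9 for no effect and wells lacking RBBP9 protein for full effect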
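Measured by – fluorescence polarization · Test system – RBBP9 protein · Input – 2.5 µM RBBP9 dispensing solution, before mixing · Measure – percent inhibition from mP, scaled between DMSO and no-protein wells · Benchmarks – DMSO-treated enzyme wells and wells lacking RBBP9 · Times – preincubation 30 min plus labeling 45 min at 25 °C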
NPY Y1 blocker: NPY-Y1 (human) receptor antagonism; HEK293-CNG Y1 cells, membrane potential fluorescence; NPY at EC95, then isoproterenol; actives 1% (n = 200,000); P25929; inhibition, % at 3.6 µM; AID 1040;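 active = inhibition above the campaign mean inhibition of all tested compounds plus 3 SD, cut at about 20% in these data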;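 note: 0% = DMSO wells given NPY plus isoproterenol and 100% = isoproterenol alone without NPY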
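Test system: HEK293 cells co-expressing NPY Y1 receptor and cyclic-nucleotide gated channel; Also added: NPY (25 nM), isoproterenol (1 µM), Ro 20-1724 (25 µM); Compound dosing: one concentration, 3.6 µM, in 0.4% DMSO; Timing: dye 3 h, compound 60 min room temperature, stimulation 45 min; Technique: Membrane-potential fluorescent dye readout.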
S1P4 antag: antagonists of human S1P4 receptor. S1P4-expressing cells, antagonist mode, reporter read-out. inhibition, % at 4.98 µM. actives 0.26% (n = 220,000). AID 1510; in the data active = inhibition above about 29%;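 note: 0% = wells stimulated with agonist and 100% = vehicle wells without agonist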
NPY-Y2 PAM-ag: potentiators or agonists of human neuropeptide Y receptor Y2; P49146; cells expressing NPY-Y2, potentiator/agonist read-out; activation, % at 3.6 µM; actives 0.45% (n = 220,000); AID 1359; in the data active = activation above about 27%;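 note: cells stimulated with NPY near EC25 plus isoproterenol at EC100; 0% = vehicle plus submaximal agonist and 100% = vehicle plus saturating agonist; some results beyond the cut were filed as inactive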
Target sequence (P49146 whole entry, looked up): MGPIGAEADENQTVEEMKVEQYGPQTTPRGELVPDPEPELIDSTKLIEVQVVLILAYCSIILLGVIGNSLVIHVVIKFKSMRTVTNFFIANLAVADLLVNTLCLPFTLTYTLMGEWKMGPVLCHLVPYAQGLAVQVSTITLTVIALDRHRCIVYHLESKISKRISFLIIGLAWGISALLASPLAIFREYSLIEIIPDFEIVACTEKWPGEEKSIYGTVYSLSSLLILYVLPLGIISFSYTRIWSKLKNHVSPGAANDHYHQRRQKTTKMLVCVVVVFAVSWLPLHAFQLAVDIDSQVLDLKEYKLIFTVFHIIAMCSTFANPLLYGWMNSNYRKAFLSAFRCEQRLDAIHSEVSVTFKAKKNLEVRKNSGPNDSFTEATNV
Runt-CBFb FRET: inhibitors of human RUNX1 Runt domain binding to CBFb; Q01196+Q13951; Cerulean-Runt/Venus-CBFb FRET ratio 530/480, 1 h; AID 1496; inhibition, % at 20 µM; actives 0.46% (n = 220,000);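 active = inhibition over about 50% at 20 µM in the single-dose screen, limit read from the data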;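 note: 0% = DMSO wells and 100% = excess unlabeled CBFb competitor control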
Target sequence (Q01196 whole entry, looked up, the tested form may be a part): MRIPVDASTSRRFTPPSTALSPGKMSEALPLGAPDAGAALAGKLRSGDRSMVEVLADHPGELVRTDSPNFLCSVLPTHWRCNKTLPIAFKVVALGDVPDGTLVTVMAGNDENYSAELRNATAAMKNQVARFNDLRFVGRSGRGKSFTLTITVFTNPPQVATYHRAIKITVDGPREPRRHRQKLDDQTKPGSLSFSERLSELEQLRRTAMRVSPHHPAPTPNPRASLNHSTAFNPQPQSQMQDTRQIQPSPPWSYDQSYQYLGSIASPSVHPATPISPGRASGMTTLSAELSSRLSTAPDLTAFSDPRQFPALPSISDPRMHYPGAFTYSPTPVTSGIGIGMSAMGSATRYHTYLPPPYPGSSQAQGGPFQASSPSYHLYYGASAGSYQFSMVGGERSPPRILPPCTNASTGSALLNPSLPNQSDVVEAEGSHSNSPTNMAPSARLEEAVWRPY
Target sequence (Q13951 whole entry, looked up, the tested form may be a part): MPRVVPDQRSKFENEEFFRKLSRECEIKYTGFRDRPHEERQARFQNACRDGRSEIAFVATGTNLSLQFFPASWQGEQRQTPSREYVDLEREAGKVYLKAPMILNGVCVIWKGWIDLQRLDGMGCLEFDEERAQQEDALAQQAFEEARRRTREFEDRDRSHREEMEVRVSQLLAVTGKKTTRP
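Measured by: fluorescence energy transfer, 422 nm excitation, 530/480 nm emission; Assay system: Cerulean-Runt domain; Medium: Tris pH 7.5 buffer with BSA; Measure: loss of energy transfer signal; Controls: 5 µM unlabeled CBFb as full-inhibition high control; Incubation: protein complex preformed 1 h, compound exposure 1 h, room temperature, dark.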
NPY1 pot ag: potentiators or agonists of human neuropeptide Y receptor Y1. P25929. NPY-Y1 expressing cells, potentiator/agonist activation. activation, % at 3.6 µM. actives 0.37% (n = 220,000); in the data active = activation above about 33%, passing the limit was not always enough;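 note: cells stimulated with NPY at EC10 then isoproterenol at EC100; 0% = low agonist plus stimulus and 100% = saturating agonist plus stimulus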
BaF3 parental: reduces parental Ba/F3 cell viability, JAK2V617F counter-screen; CellTiter-Glo ATP luminescence; inhibition, % at 5.6 µM; actives 1.1% (n = 220,000);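 active = inhibition above a per-campaign cutoff, the mean inhibition of all tested compounds plus 3 SD, cut at about 27% in these data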;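 note: 0% = DMSO wells and 100% = JAK Inhibitor I control wells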
S1P4 agonist: activates the human S1P4 receptor | actives 0.35% (n = 220,000) | activation, % at 4.98 µM | S1P4-expressing cell line, agonist reporter assay; in the data active = activation above about 11%;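 note: 0% = DMSO vehicle and 100% = reference agonist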
Ba/F3 V617F tox: lowers viability of Ba/F3 cells expressing EpoR and JAK2V617F | ATP luminescence | inhibition, % at 5.6 µM | actives 1.1% (n = 220,000) | AID 1446;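 active = inhibition above the campaign mean plus 3 SD over all tested compounds, cut at about 24% in these data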;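 note: cytokine-independent growth of Ba/F3 cells driven by EpoR plus mutant JAK2; 0% = DMSO-treated cells and 100% = JAK inhibitor I control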
The depositor's hits bear a star; x = not tested or not shown. Hits appear at their usual frequency; 3.6% or so of the library scored in one or more.

item	SMILES	BaF3 parental	NPY1 pot ag	Ba/F3 V617F tox	S1P4 agonist	Runt-CBFb FRET	NPY Y1 blocker	RBBP9 inh	S1P4 antag	NPY-Y2 PAM-ag
1	CC(=O)c1ccc(Nc2cnn(C34CC5CC(CC(CC(=O)O)(C5)C3)C4)c(=O)c2Cl)cc1	2	3	-2	0.4	-2	-7	-9	6	8
2	COc1ccc(C(C(=O)NC2CCCC2)N(Cc2ccc(F)cc2)C(=O)c2ccn[nH]2)cc1OC (centres undefined)	5	2	-2	1.4	2	3	-11	-15	12
3	CCC(C)(C)n1nnnc1C(c1ccccc1F)N1CCC(C(N)=O)CC1 (centres undefined)	-3	-10	-4	-1.0	0	-7	-10	-2	17
4	COc1ccc(-n2c(C)cc(/C=C/c3nc(O)c([N+](=O)[O-])c(=O)[nH]3)c2C)cc1	5	-1	3	0.1	-2	6	-5	10	1
5	COc1ccc(N2C(=O)c3ccccc3NC2c2ccc(OC)c(Cn3cc([N+](=O)[O-])cn3)c2)cc1 (centres undefined)	-9	5	-2	0.3	0	x	-4	-5	-48
6	O=C(/C=C/c1ccccc1)Nc1nnc(SCC(=O)c2ccc3ccccc3c2)s1	5	-1	-2	-0.4	4	-2	-7	-35	-6
7	Cc1ccc(O/C=C2\OC(=O)c3ccccc32)cc1	2	0	3	1.7	-2	13	-5	-6	3
8	Cc1cc(Cl)c(S(=O)(=O)N2CCCC2)cc1OCC(N)=O	9	4	1	1.3	2	4	7	8	5
9	Cc1cccc(C(=O)N2CCN(c3ccc([N+](=O)[O-])c(NCc4ccco4)c3)CC2)c1	11	8	7	0.4	-3	-4	-13	-2	-14
10	COc1cc(C2C(C#N)=C(N)Oc3cc(C)oc(=O)c32)cc(OC)c1OC (centres undefined)	-4	-12	0	-0.1	0	x	-5	1	-4
11	COC(=O)c1[nH]c2ccc(Cl)cc2c1NC(=O)CCN1CCOCC1	3	2	-2	0.4	-1	-1	3	-24	22
12	CCc1ccc(C(=O)Cn2cnc3cc([N+](=O)[O-])ccc3c2=O)cc1	-9	-4	2	-0.3	2	x	-3	-17	-18
13	COc1cccc(C(=O)Nc2ccc(S(=O)(=O)NCc3ccco3)cc2)c1	4	15	1	-0.2	0	0	-13	-27	10
14	CCC[N+](CC#Cc1ccccc1)(CCC)CC(=O)c1ccc(Cl)cc1	3	1	-2	1.7	1	29*	-3	-9	3
15	Cc1ccnc(NS(=O)(=O)c2ccc(NC(=O)/C=C/c3ccccc3)cc2)n1	1	1	1	0.9	1	x	-8	-12	-13
16	Clc1ncn(CCOc2ccccc2)c1Cl	2	13	0	2.3	-1	8	-5	-7	-13
17	CC/C(=N\NC(=O)CSCc1ccccc1Br)c1ccc2c(c1)OCCO2	2	6	0	-0.3	1	-7	-5	-10	-14
18	CC1CC(C)CN(Cc2nc(N)nc(Nc3ccc4ccccc4c3)n2)C1 (centres undefined)	12	-31	12	-2.0	-1	19	-8	17	-18
19	OC(COCCC12CC3CC(CC(C3)C1)C2)CN1CCCC1 (centres undefined)	8	-19	5	0.1	-2	20	-11	-12	-14
20	O=C(O)C(NC(=O)c1ccccc1)=C(Cl)Cl	1	-15	1	-1.1	x	-4	-6	-18	-23
21	Cc1cc2cc(CNC(=O)c3ccc(S(=O)(=O)N4CCCC4)cc3)ccc2n1C	-2	4	-5	1.8	-1	-2	-2	-6	1
22	CCOc1ccc(Nc2nc(N)nc(CN(C)C3CCCCC3)n2)cc1	2	-9	3	2.2	-4	7	-9	-14	-14
23	CCn1cc(S(=O)(=O)Nc2ccccc2C(F)(F)F)cn1	4	10	3	-1.3	-2	3	-3	-10	-5
24	COc1ccc(-c2[nH]c(-c3ccccc3)nc2SCC(=O)NC2CCCC2)cc1	7	7	3	0.6	-1	4	-8	4	8
25	Cc1ccc2[nH]cc(CCNC(=O)c3cccnc3)c2c1	7	19	-5	1.1	-2	-2	-5	14	-5
26	O=C(Oc1ccccc1C(=O)Oc1ccccc1)c1ccco1	5	11	-2	-0.3	-2	12	-6	4	1
27	Cc1ccccc1-c1nc(CS(=O)CC(=O)NCc2ccccc2)c(C)o1 (centres undefined)	6	-33	-3	0.1	2	4	-3	-2	-13
28	CC(C)Oc1c(N2CCOCC2)c(=O)c1=O	-2	23	-3	-0.5	-1	x	-5	13	9
29	Cc1ccc(CCNC(=O)C2CCC(CNc3c(N4CCCC4)c(=O)c3=O)CC2)cc1 (centres undefined)	8	0	0	-1.9	2	-3	-7	-10	-24
30	O=C(Cc1cccs1)Nc1nnc(Cc2ccccc2)s1	4	-2	-4	1.2	-2	-6	-5	-6	-1
31	O=C(CN1C(=O)c2ccccc2C1=O)Nc1ccccc1C(=O)NC1CCCCCC1	6	5	4	-0.6	-3	0	-9	-2	-6
32	C=C(C)C1Cc2c(C)nn(-c3nc(C)cc(C)n3)c2C1 (centres undefined)	4	13	-3	0.7	-6	1	-1	-19	-10
33	CCCCCC1CC(CC(C)C(=O)Nc2nncs2)C(=O)O1 (centres undefined)	4	-4	1	0.7	-3	-2	0	-2	1
34	CCNC(=O)C(Sc1ccccc1)c1ccccc1 (centres undefined)	-1	1	-3	-0.4	0	3	-1	7	11
35	Fc1ccc(NC(=S)N2CCc3ccccc3C2)c(F)c1	39*	-30	15	0.8	-2	-6	-1	-13	0
36	C/C(=N/O)c1ccc(N2C(=O)C3C4C=CC(C3C2=O)C2C3C(=O)N(c5ccc(/C(C)=N/O)cc5)C(=O)C3C42)cc1 (centres undefined)	-1	-9	-3	0.3	-2	21*	1	-4	-8
37	CCC(=O)N(CCc1ccccc1)Cc1cc2cc3c(cc2[nH]c1=O)OCO3	0	22	-2	-1.1	1	0	4	-17	4
38	O=C(/C=C/c1ccc2c(c1)OCO2)NCc1cn2cc(Cl)ccc2n1	-1	-21	-2	-0.5	-1	9	-5	6	-8
39	CCCS(=O)(=O)N1CCN=C1SCc1cccc(C)c1	6	-11	4	-1.4	-3	1	3	5	-22
40	Cc1csc(NC(=O)C2CCCCC2C(=O)O)n1 (centres undefined)	5	6	0	-0.6	2	-1	-6	-14	-3

2 of these compounds, set out differently:
[37] CCC(=O)N(CCc1ccccc1)Cc1cc2cc3c(cc2[nH]c1=O)OCO3
[38] O=C(/C=C/c1ccc2c(c1)OCO2)NCc1cn2cc(Cl)ccc2n1

assay / entry | 37 | 38
BaF3 parental | 0 | -1
NPY1 pot ag | 22 | -21
Ba/F3 V617F tox | -2 | -2
S1P4 agonist | -1.1 | -0.5
Runt-CBFb FRET | 1 | -1
NPY Y1 blocker | 0 | 9
RBBP9 inh | 4 | -5
S1P4 antag | -17 | 6
NPY-Y2 PAM-ag | 4 | -8

(further entries)
item	SMILES	BaF3 parental	NPY1 pot ag	Ba/F3 V617F tox	S1P4 agonist	Runt-CBFb FRET	NPY Y1 blocker	RBBP9 inh	S1P4 antag	NPY-Y2 PAM-ag
41	O=C1CN2CCC1C/C2=C\c1ccnc2c(Cl)cccc12 (centres undefined)	-2	15	2	0.8	2	x	0	-6	1
42	O=C1c2cccc3c(N4CCCCC4)ccc(c23)C(=O)N1c1ccccc1O	8	-14	5	-1.6	-293	1	-5	18	-13
43	CCOC(=O)C1CCN(C(=O)c2ccc(N(C)S(=O)(=O)c3ccc(OC)cc3)cc2)CC1	2	-9	-3	-4.2	3	-3	-1	-11	-19
44	Cc1ccc(S(=O)(=O)Cn2nnnc2C(C(C)C)N2CCN(c3nc4ccccc4s3)CC2)cc1 (centres undefined)	3	0	1	-0.6	0	-1	-4	-12	2
45	O=C(Nc1ccccc1C(F)(F)F)c1ccc(CN2CCC(Cc3ccccc3)CC2)cc1	6	-21	4	-3.0	-1	5	-6	8	-14
46	O=C(NC1CCCCC1)c1cc(F)cc2c1OCOC2	9	6	-4	-0.4	2	x	3	0	-4
47	COc1cccc(-n2c(SCC(=O)Nc3sc4c(c3C(N)=O)CCC4)nc3ccccc3c2=O)c1	3	-9	1	-0.4	x	5	-8	7	3
48	CCCCCCCCCCC(=O)Nc1cccnc1	4	-4	-2	0.6	-3	2	0	1	-4
49	COc1cc2c(cc1NC(=O)COC(=O)[C@@H](NS(=O)(=O)c1cccc(Cl)c1)C(C)C)oc1ccccc12	7	3	2	1.0	-1	-3	-22	3	-11
50	COc1cccc(CC(NC(C)=O)C(=O)NC2CCN(c3nc(C)cc(C)c3C#N)CC2)c1OC (centres undefined)	2	-25	-2	1.3	-1	5	-4	-22	5
51	CC(C)N=C(NS(=O)(=O)c1ccccc1)C(Cl)(Cl)Cl	-6	-15	4	1.1	0	-3	-3	-21	11
52	Cc1ccc(-c2nn3c(C)nnc3s2)cc1NC(=O)c1cccnc1	4	-29	-2	0.0	2	3	-3	-4	10
53	CCOC(=O)C1(CC2CCCCO2)CCN(S(=O)(=O)c2cc(C)cs2)CC1 (centres undefined)	4	-2	1	1.6	1	4	-6	-8	-12
54	CCCCNCc1cc(Br)c(OCc2cccs2)c(OC)c1	6	-2	0	0.4	-1	14	-5	-10	-9
55	CC(=O)c1c(C)nc2ccc(Br)cc2c1C(=O)O	1	-10	-3	-1.4	1	8	3	-12	-18
56	COc1cccc(/C=C2\SC(=S)NC2=O)c1OS(=O)(=O)c1ccc(NC(C)=O)cc1	6	7	-1	3.3	-2	5	-7	14	-4
57	COCCN(CCOC)S(=O)(=O)c1ccc(C(=O)Nc2nc3c(s2)CCc2ccccc2-3)cc1	3	-19	0	-0.5	-8	4	-4	-10	11
58	CCOC(=O)CSc1nc2cc(C(=O)NCc3ccco3)ccc2c(=O)n1C1CCCCC1	-1	10	-4	-0.4	1	0	4	-28	3
59	COc1ccc(Nc2nc(N3CCCC3)c3ccccc3n2)cc1	13	-24	1	2.4	2	14	1	-18	4
60	CC12C(=O)N(c3ccc(C(=O)N4CCOCC4)cc3)C(=O)C1C1c3ccccc3C2c2ccccc21 (centres undefined)	6	-2	-2	0.2	-3	5	-7	-48	-8
61	COc1ccc(NC(=O)NC2CCCCC2C)cc1 (centres undefined)	6	-4	3	2.9	-2	2	-3	-14	-19
62	Cc1ccc2nsnc2c1S(=O)(=O)NCc1ccc2c(c1)OCO2	1	-6	-3	1.6	-2	-1	-3	-7	14
63	CC(=O)N(CC(=O)O)c1ccccc1	5	2	-2	1.0	0	3	0	-7	5
64	CCNC(=O)c1ccc(-n2nc(C)cc2-c2ccccc2)cc1	5	-20	0	0.6	-1	9	-9	-4	-5
65	CCS(=O)(=O)Nc1cc(OC)c(OC)cc1Cc1nccc2cc(OC)c(OC)cc12	-3	-1	4	0.8	9	x	6	5	-14
66	Cc1cc(F)ccc1NC(=O)c1cccnc1	8	5	0	0.6	-1	1	-8	9	-6
67	Cn1ncc(C(=O)Nc2ccc(Cl)cc2)c1C(F)(F)F	-4	8	0	0.1	1	x	-1	8	-13
68	CN(c1ccc(C(=O)NCC2CCCO2)cc1)S(C)(=O)=O (centres undefined)	3	11	3	0.8	2	4	-14	-21	-8
